TPT1 inh – C. albicans TPT1 enzyme inhibition | recombinant caTPT1, FP RNA substrate dephosphorylation | inhibition, % at 5 µM | actives 0.81% (n = 300,000) | AID 1962;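 active means inhibition above the mean of all tested compounds plus 3 SD, set per screening campaign, cut at about 24% in these data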;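 further: plate controls were DMSO alone for no effect and ferristatin control at 100 nM for full effect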
Yeast superoxide – yeast age-related superoxide inhibition as caloric restriction mimetic; S. cerevisiae aged cells, superoxide DHE fluorescence; hits give low values; superoxide response (% of plate mean), % at 10 µM; actives 0.18% (n = 330,000);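 active means superoxide response under a set limit, about three screen SD below normal, cut at about 65% in these data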;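 further: yeast aged for seven days with compound at 30 °C before DHE staining; 100% = average MFI of all compound-treated wells on the plate with controls excluded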
CTSL1 counter – blocks F. hepatica cathepsin L1 in PFM18AAP counter-screen; AID 1906; inhibition, % at 5.96 µM; actives 0.49% (n = 300,000); recombinant F. hepatica cathepsin L1, Z-Leu-Arg-MCA fluorescence;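 active means inhibition above the mean of all tested compounds plus 3 SD, set per screening campaign, cut at about 17% in these data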;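 further: 0% = plate median of test compound wells and 100% = 1 µM Z-Phe-Ala-diazomethylketone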
HCV core dimer – blocks dimerization of HCV core protein; TR-FRET GST/Flag-core106 dimerization, 1536-well; inhibition, % at 5 µM; actives 0.33% (n = 300,000);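 active means inhibition above the mean of all tested compounds plus 3 SD, set per screening campaign, cut at about 45% in these data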
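System – GST-tagged and Flag-tagged HCV core protein residues 1-106 · Repeats – one well for each compound · Technique – TR-FRET 671 and 617 nm emission · Doses – one concentration, 5 µM, in 0.5% DMSO · Times – 4 h, 22.5 °C incubation · Also added – Eu donor and XL665 acceptor anti-tag antibodies · Measure – percent inhibition of core106 dimerization signal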
JMJD2C inh – inhibitors of human GASC-1 (JMJD2C) demethylase | GST-JMJD2C(1-420) H3K9me3 demethylation, DELFIA europium | inhibition, % at 2.35 µM | actives 0.069% (n = 330,000) | AID 2099;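 active means more than half of a compound's replicate wells show inhibition beyond 50%, single wells judged on their own value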;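 further: signal counts dimethyl H3K9 product captured on neutravidin plate; 0% = median of DMSO wells and 100% = 0.3 times that DMSO median; strong numbers were not always called active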
Target sequence (Q9H3R0 1-420 limits assumed): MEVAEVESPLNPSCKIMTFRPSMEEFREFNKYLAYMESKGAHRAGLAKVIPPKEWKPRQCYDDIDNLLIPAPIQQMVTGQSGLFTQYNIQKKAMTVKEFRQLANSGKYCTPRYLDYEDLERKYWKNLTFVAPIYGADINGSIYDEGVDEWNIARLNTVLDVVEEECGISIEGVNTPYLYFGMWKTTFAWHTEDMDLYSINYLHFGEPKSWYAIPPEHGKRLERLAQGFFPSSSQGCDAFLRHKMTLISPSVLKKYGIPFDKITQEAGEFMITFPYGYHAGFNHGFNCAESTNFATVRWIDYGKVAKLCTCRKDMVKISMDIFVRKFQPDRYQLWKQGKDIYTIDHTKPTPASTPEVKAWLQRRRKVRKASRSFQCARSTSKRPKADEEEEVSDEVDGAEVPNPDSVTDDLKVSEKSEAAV
PP5 inh – inhibitors of human protein phosphatase 5 (PP5); AID 1987; purified PP5c, OMFP substrate fluorescence; P53041; actives 0.18% (n = 320,000); inhibition, % at 6.7 µM;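 active means inhibition above the campaign's mean inhibition across all tested compounds plus 3 SD, cut at about 9.5% in these data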;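 further: 0% = DMSO only and 100% = 100 µM cantharidin control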
Target sequence (P53041 whole entry, looked up): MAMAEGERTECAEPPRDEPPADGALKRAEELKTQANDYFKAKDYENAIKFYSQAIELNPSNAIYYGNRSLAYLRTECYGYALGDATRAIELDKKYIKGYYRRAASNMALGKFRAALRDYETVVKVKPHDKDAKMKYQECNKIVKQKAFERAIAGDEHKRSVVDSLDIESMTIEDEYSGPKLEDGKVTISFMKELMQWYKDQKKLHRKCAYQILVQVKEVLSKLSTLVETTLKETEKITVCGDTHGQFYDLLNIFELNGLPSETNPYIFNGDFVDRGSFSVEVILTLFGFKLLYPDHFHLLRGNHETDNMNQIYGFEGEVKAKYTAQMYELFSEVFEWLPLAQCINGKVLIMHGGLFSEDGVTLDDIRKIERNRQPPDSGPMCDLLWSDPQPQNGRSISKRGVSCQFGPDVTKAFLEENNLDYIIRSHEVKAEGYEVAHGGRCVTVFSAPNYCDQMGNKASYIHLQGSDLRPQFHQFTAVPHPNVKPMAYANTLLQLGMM
EBNA-1 inh – blocks EBNA-1 binding to DNA. inhibition, % at 14.8 µM. AID 1950. EBNA-1 DNA binding, fluorescence polarization. actives 0.34% (n = 300,000); in the data active means inhibition above about 28%
PP1 counter – PP1-alpha (human) inhibition in PP5 counter-screen. purified PP1alpha, OMFP fluorescence. actives 0.9% (n = 320,000). AID 2235. P62136. inhibition, % at 6.7 µM;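 active means inhibition above the mean inhibition of all tested compounds plus 3 SD, computed separately for each screening campaign, cut at about 15% in these data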
ZTA counter – ZTA (EBV) inhibition in EBNA-1 counter-screen; P03206; ZTA-DNA binding, fluorescence polarization; inhibition, % at 11 µM; actives 0.15% (n = 320,000); AID 2234; in the data active means inhibition above about 33%
The depositor's hits bear a star; i = inactive; . = no result given. Random draw from the library (roughly 3.1% active in at least one column).

Start of the listing, in advance, seven compounds:
SMILES	TPT1 inh	Yeast superoxide	CTSL1 counter	HCV core dimer	JMJD2C inh	PP5 inh	EBNA-1 inh	PP1 counter	ZTA counter
c1cc(OCCCN2CCCCC2)ccc1CN1CCCCC1	-4	103	-4	5	-17	-1.6	10	-4	-5
CC(C)C(=O)Nc1sc2c(c1C#N)CCCCC2	0	103	-2	1	-5	0.9	4	-2	-2
COc1ccc(OC)c(N=C2SCCCN2C(=O)c2ccc(N3C(=O)CCC3=O)cc2)c1	2	113	0	-5	2	-0.1	3	-7	16
Cc1ccccc1NC(=O)c1ccc(Cn2cc([N+](=O)[O-])cn2)o1	1	131	3	-11	6	0.6	11	2	-15
N/C(=C\C(=O)c1cc(Cl)ccc1O)C(Cl)(Cl)Cl	0	123	-6	1	26	-1.0	-7	0	-3
COc1ccc(C(=O)NCC(=O)Nc2ccc(-c3ccccc3)cc2)cc1	-3	102	-1	6	1	-1.9	12	20*	11
C/C(CC(=O)Nc1ccccn1)=N\NC(=O)C(=O)Nc1ccccc1C	-6	109	-1	-2	-5	-1.0	4	-6	12

Results, repeating the preview:
SMILES	TPT1 inh	Yeast superoxide	CTSL1 counter	HCV core dimer	JMJD2C inh	PP5 inh	EBNA-1 inh	PP1 counter	ZTA counter
c1cc(OCCCN2CCCCC2)ccc1CN1CCCCC1	-4	103	-4	5	-17	-1.6	10	-4	-5
CC(C)C(=O)Nc1sc2c(c1C#N)CCCCC2	0	103	-2	1	-5	0.9	4	-2	-2
COc1ccc(OC)c(N=C2SCCCN2C(=O)c2ccc(N3C(=O)CCC3=O)cc2)c1	2	113	0	-5	2	-0.1	3	-7	16
Cc1ccccc1NC(=O)c1ccc(Cn2cc([N+](=O)[O-])cn2)o1	1	131	3	-11	6	0.6	11	2	-15
N/C(=C\C(=O)c1cc(Cl)ccc1O)C(Cl)(Cl)Cl	0	123	-6	1	26	-1.0	-7	0	-3
COc1ccc(C(=O)NCC(=O)Nc2ccc(-c3ccccc3)cc2)cc1	-3	102	-1	6	1	-1.9	12	20*	11
C/C(CC(=O)Nc1ccccn1)=N\NC(=O)C(=O)Nc1ccccc1C	-6	109	-1	-2	-5	-1.0	4	-6	12
S=C(NC1CCCCC1)N1CCN(c2ccccn2)CC1	0	101	-3	8	-3	2.0	1	-1	12
CCOC(=O)N1CCC(C(=O)NNC(=O)c2ccc(Cl)cc2Cl)CC1	2	83	2	-3	3	2.8	-3	-2	-14
CCOc1ccc(C(=O)Nc2cccc(-n3cnnn3)c2)cc1OCC	-2	101	-11	9	21	-0.3	-10	-1	5
Cc1noc(C)c1COc1ccc(C(=O)OCC(=O)Nc2ccc3c(c2)OCO3)cc1	-4	103	-1	-1	0	0.1	-1	-2	-13
Cc1nc(C(=O)NNC(=O)c2ccc(C(F)(F)F)cc2)cs1	2	94	-3	4	-16	2.6	5	-4	-10
Cc1ccc(S(=O)(=O)N/N=C\c2cc3c(cc2[N+](=O)[O-])OCO3)cc1	1	85	0	2	8	1.4	1	-2	-6
CC(=O)c1cccc(NC(=O)C2CC(=O)N(c3cccc(C)c3C)C2)c1 (configuration not stated)	0	81	0	-3	-19	-0.3	2	-2	4
OCCN1CCN(c2nc(N3CCCCC3)nc(N3CCCCC3)n2)CC1	0	106	-1	2	25	-2.1	12	-4	5
COc1ccccc1-c1c(C)c(C)nc(N)c1C#N	2	92	5	-5	-4	-2.0	4	1	-4
O=C(C[n+]1ccc(/C=N/O)cc1)N(Cc1ccccc1)Cc1ccccc1	2	117	-3	-14	-6	-1.7	3	-4	6
O=C(Cn1cc2c(n1)CCCCC2)NC1CCN(Cc2ccccc2)CC1	-4	95	3	-10	4	-1.9	2	-1	0
COc1ccc(NC(=O)c2cc(-c3cccc(OC)c3)on2)cc1	4	97	-2	0	1	-1.7	4	-1	0
CCc1ccc(OCC(=O)N/N=C(\C)c2ccc(OC(F)F)cc2)cc1	-5	94	2	3	-1	5.2	-7	2	7
Cc1cc2nc(C)n(CCCNC(=O)Nc3ccccc3)c2cc1C	0	99	-2	1	117	1.0	2	-2	13
COc1cccc(NC(=O)CN2C(=O)NC3(CCCc4ccccc43)C2=O)c1 (configuration not stated)	.	116	.	.	.	0.9	.	-4	-15
COc1cccc(NC=C2C(=O)OC3(CCCCC3)OC2=O)c1	2	100	19*	5	5	4.3	5	-1	-1
O=C(N/N=C1\NC(=O)C(CO)(CO)S1)c1ccccc1	-6	108	-4	-1	4	-2.4	2	-2	11
CCOC(=S)SCC(=O)Nc1nc(-c2ccccc2)cs1	-3	103	1	-1	-2	2.6	6	2	-11
N#Cc1ncc(-c2ccc3c(c2)OCCOCCOCCOCCO3)nc1C#N	1	100	-5	1	-10	4.4	-1	-5	-13
COc1ccc(NC(=O)CS(=O)c2ccc(Br)cc2)cc1 (configuration not stated)	-2	94	1	3	-8	-1.8	4	-2	2
CCOC(=O)c1nnn(-c2nc(N3CCCC3)nc(N3CCCC3)n2)c1-c1ccccc1	3	98	3	7	9	0.8	0	-2	5
C=CCC1(N(C(C)=O)c2ccccc2C)CCCCC1	-1	93	1	2	-1	2.2	-16	-2	8
CC(=O)NS(=O)(=O)c1ccc(NC(=O)CCC(=O)Oc2ccc(C)cc2)cc1	0	96	-3	-2	-8	-2.3	9	-1	-15

Overlap with the part before: three compounds; new compounds follow.
SMILES	TPT1 inh	Yeast superoxide	CTSL1 counter	HCV core dimer	JMJD2C inh	PP5 inh	EBNA-1 inh	PP1 counter	ZTA counter
CCOC(=O)c1nnn(-c2nc(N3CCCC3)nc(N3CCCC3)n2)c1-c1ccccc1	3	98	3	7	9	0.8	0	-2	5
C=CCC1(N(C(C)=O)c2ccccc2C)CCCCC1	-1	93	1	2	-1	2.2	-16	-2	8
CC(=O)NS(=O)(=O)c1ccc(NC(=O)CCC(=O)Oc2ccc(C)cc2)cc1	0	96	-3	-2	-8	-2.3	9	-1	-15
COc1ccc(/C=N/NC(=O)CCc2c(C)n[nH]c2C)cc1O	-3	95	3	-8	-3	-1.1	1	-4	-7
Clc1ccc(-c2nn3c(C4COc5ccccc5O4)nnc3s2)cc1 (configuration not stated)	1	112	2	24	16	4.3	-4	9	-5
C=CCN1C(c2ccccc2)=CS/C1=C(/C#N)c1nnc(N2CCOCC2)n1-c1ccccc1	-3	103	0	9	3	-2.3	0	-3	10
CCCCC(=O)Nc1nc(C)c(-c2csc(Nc3cc(OC)ccc3OC)n2)s1	-1	90	5	-11	2	4.0	-1	3	-3
COc1ccccc1N1CCN(S(=O)(=O)CCNC(=O)CCCc2ccccc2)CC1	1	100	-2	-3	i	-0.6	-6	-1	-19
CSc1ccc(S(=O)(=O)NCc2ccccc2Cl)cc1	-2	107	0	-2	6	4.7	-4	4	-2
Cc1cc(=O)oc2c(C)c(OC(C)C(=O)NCc3ccccn3)ccc12 (configuration not stated)	-1	81	2	-5	1	0.6	0	3	-9
CCOc1ccc2oc(-c3ccccc3)c(C(=O)O)c2c1	-2	84	-1	8	-4	0.5	8	4	3
COc1ccc(CCNC(=O)C(=O)c2cn(CC(=O)N3CCOCC3)c3ccccc23)cc1OC	-1	102	10	5	-5	0.1	8	1	8
CCOc1ccc(NC(=S)NC(=O)c2c(Cl)cnn2CC)c([N+](=O)[O-])c1	-4	107	3	2	6	2.6	2	3	-3
O=C(N/N=C/c1ccccc1C(=O)O)c1cccc(S(=O)(=O)N2CCCCC2)c1	.	85	.	.	2	1.4	.	-4	-4
CC(C)(Oc1ccc(Cl)cc1)C(=O)N(Cc1ccccc1)c1ccccn1	4	95	1	-3	11	2.5	5	-1	-2
CSc1cccc(NC(=O)c2nnn(Cc3ccccc3)c2N)c1	-3	110	3	-1	0	2.3	0	3	2
CN(CC(=O)Nc1cccc(F)c1)CC(=O)N1CCc2ccccc21	.	90	.	.	-4	2.7	.	4	-7
C=CCn1c(-c2cc(OC)cc(OC)c2)n[nH]c1=S	-11	95	-2	-5	4	-1.5	6	4	12
Cc1ccc(C(=O)N/C(=C\c2cccc([N+](=O)[O-])c2)C(=O)NC(Cc2ccccc2)C(=O)O)cc1 (configuration not stated)	2	101	-7	-5	8	-2.0	-1	-4	12
O=C(c1ccc(OCC2CCCO2)cc1)N1CCc2ccccc2C1 (configuration not stated)	-3	102	-3	3	198	-2.7	6	6	-4
Cc1noc(C)c1COC(=O)COc1cccc2c1OC(C)(C)C2	2	110	-8	-4	-6	-0.5	-12	-1	-4
COc1ccc(C(CNC(=O)c2ccc(Cl)c(S(=O)(=O)N3CCCC3)c2)N2CCCC2)cc1 (configuration not stated)	.	115	.	.	2	-0.1	.	-3	15
CCC(C)C(=O)Nc1ccc([N+](=O)[O-])cc1OC (configuration not stated)	-11	104	3	0	-1	-1.5	4	0	18
CCn1c(COc2ccccc2C)nnc1SCC(=O)CC(=O)Nc1ccccc1	2	102	25*	4	2	3.3	-9	9	-5
CSc1ccc(-c2nc(CN(C)C3CCOC3)c(C)o2)cc1 (configuration not stated)	2	88	-1	-5	6	-2.1	6	-3	-13
Cc1ccc(-c2nnc(SCC(=O)N3CC(C)CC(C)C3)o2)cc1C (configuration not stated)	1	92	2	3	1	-0.7	2	1	16
Cc1cccc(-n2nnc(C(=O)NCc3ccc4c(c3)OCO4)c2N)c1	-7	101	-1	0	7	0.4	-3	2	-6
COC(=O)N/N=C(/c1ccccc1)C1CCCCC1	-4	109	5	0	5	0.8	0	-4	0
COc1cc(NC(=O)c2cncc(-c3ccc(C#N)cc3)c2)cc(C(=O)Nc2cccc(C(F)(F)F)c2)c1	-4	100	4	-14	10	-0.2	3	1	-9
CCOC(=O)C1CCN(C(=O)c2cc3c(=O)n4ccccc4nc3n2C)CC1	-4	124	2	4	-8	2.3	1	-3	1
CCOC(=O)C1C(=O)C=C(c2ccc(OC)cc2)CC1c1ccco1 (configuration not stated)	-4	92	5	19	-2	1.1	3	2	-7
CCOc1cccc(=O)c2c(C)n(C)c(C)c12	-3	78	0	11	-18	2.8	-15	-2	0
CCCCN(C)CCC(=O)Nc1ccc(OC)cc1OC	4	110	-7	-5	0	-0.1	3	-7	-2
CC1(C)Cc2ccccc2-c2c1c(=O)n(Cc1ccccc1)c1nnnn21	-3	78	3	-3	2	2.0	-3	-9	4
Cc1cc(C)c(C#N)c(SCC(=O)N2CCCCC2)n1	-4	106	-1	-5	6	5.3	-7	-4	-7
Cc1c(C(=O)N2CCOCC2)[nH]c2c1C(=O)CC(c1ccc(Cl)cc1)C2 (configuration not stated)	3	97	-5	1	2	0.8	16	1	17

Screening results: PubChem BioAssay, several laboratories
